Compound activity (PubChem)
TAAR1 ag: human TAAR1 agonism; CHO RD-HGA16 TAAR1, Fluo-8 calcium fluorescence; vehicle wells 0%, saturating PEA agonist 100%; AID 624467; activation, % at 3 µM; 0.99% of 360,000 active;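 active = activation above the mean activation of all test compounds in the run plus 3 SD, cut at about 38% in these data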
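Assay system – CHO-derived RD-HGA16 cells with stable Gα16 and human TAAR1 · Compound dosing – one-point dosing at 3 µM (nominal) · Incubation – 17-24 h seeding, 75 min 37 °C dye, 30 min RT · Measured by – kinetic Fluo-8 calcium fluorescence · Control set – DMSO vehicle as 0%, PEA at EC100 as 100% · Repeats – single well for each compound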
TAAR1 antagonist: antagonists of human TAAR1. AID 624466. 1.5% of 360,000 active. inhibition, % at 3 µM. CHO RD-HGA16 TAAR1, Fluo-8 calcium fluorescence, antagonist. Q96RJ0;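 active = inhibition above a per-plate cutoff, the mean inhibition of test compounds on that plate plus 3 SD, cut at about 49% in these data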;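 note: 0% = DMSO plus EC80 beta-PEA response and 100% = DMSO alone without agonist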
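Material: RD-HGA16 CHO cells with stable hTAAR1 and Gα16; Dosing: single nominal final test compound concentration of 3 µM; Schedule: seeding 17-24 h prior, 75-min 37 °C, 30-min RT dye loading; Detection: kinetic Fluo-8 calcium fluorescence measurement; Measure: % inhibition from peak post-agonist over basal fluorescence ratio; Benchmarks: vehicle and agonist controls.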
M1 ag parental: M1 agonist counterscreen hit in parental CHO-K1 cells; Fluo-8 calcium fluorescence; scaled to maximal ATP response, vehicle zero; activation, % at 3 µM; 0.48% of 360,000 active; in the data active = activation above about 15%;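 note: untransfected CHO-K1 host cells lacking M1 receptor as counterscreen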
CHO-K1 Ca PAM: nonselective activator or artifact in parental CHO-K1 calcium assay. ATP EC20, Fluo-8 calcium fluorescence; 0% at ATP EC20, 100% at ATP max. activation, % at 3 µM. 0.02% of 360,000 active;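 active = activation above the run cutoff, the mean activation of all test compounds plus 3 SD, cut at about 40% in these data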;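 note: peak over basal fluorescence ratio in a 140 s read after ATP addition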
CHO parental Ca: counter-screen: ATP calcium response change in parental CHO cells. parental CHO-K1, ATP-induced calcium, Fluo-8 fluorescence. 0.63% of 330,000 active. AID 463079. inhibition, % at 5.6 µM;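 active = inhibition above that plate's mean sample inhibition plus 3 SD, cut at about 26% in these data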;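 note: 0% = ATP-challenged DMSO wells and 100% = DMSO wells without ATP; some compounds past the cut are filed as inactive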
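material = parental CHO cells | also added = ATP as calcium-mobilizing challenge | dosing = single point at 5.6 µM | detection = intracellular calcium via Fluo-8 no-wash fluorescent dye | read-out = % inhibition | benchmarks = low control ATP plus DMSO, high control DMSO only | repeats = one well per compound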
CHO-K1 Ca antag: nonselective inhibitor or artifact in parental CHO-K1 cells; ATP-induced calcium, Fluo-8 fluorescence; inhibition, % at 3 µM; 0.6% of 360,000 active;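 active = inhibition above a per-plate cutoff, the plate's mean sample inhibition plus 3 SD, cut at about 24% in these data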;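 note: 0% = DMSO plus EC80 ATP and 100% = DMSO alone without ATP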
V1R ag counter: activates human V1a receptor in oxytocin agonist counter-screen. P37288. activation, % at 3 µM. 0.25% of 320,000 active. CHO-V1R cells, Fluo-8 calcium fluorescence, agonist mode; 0% DMSO, 100% 3 nM vasopressin. AID 2797;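 active = activation above the mean activation of all tested compounds plus 3 SD, per screening run, cut at about 20% in these data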;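 note: signal is peak over basal fluorescence ratio across a 100 second FLIPR read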
Target sequence (P37288 whole entry, looked up): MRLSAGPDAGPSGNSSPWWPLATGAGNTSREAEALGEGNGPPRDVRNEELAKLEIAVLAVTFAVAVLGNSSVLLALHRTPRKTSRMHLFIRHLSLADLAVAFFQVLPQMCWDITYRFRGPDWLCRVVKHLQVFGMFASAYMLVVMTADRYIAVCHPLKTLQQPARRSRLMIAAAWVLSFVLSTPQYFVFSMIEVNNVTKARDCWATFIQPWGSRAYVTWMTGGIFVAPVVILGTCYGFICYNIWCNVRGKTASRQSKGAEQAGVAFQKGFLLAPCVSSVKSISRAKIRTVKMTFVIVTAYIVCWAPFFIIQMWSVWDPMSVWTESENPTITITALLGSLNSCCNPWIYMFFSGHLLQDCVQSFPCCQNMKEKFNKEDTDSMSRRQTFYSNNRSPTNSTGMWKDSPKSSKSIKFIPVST
CHRM1 agonist: human M1 muscarinic receptor agonism; P11229; CHO-K1 hM1, Fluo-8 calcium fluorescence, agonist mode; 0% DMSO, 100% acetylcholine EC100; activation, % at 3 µM; 0.33% of 360,000 active; AID 588814;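 active = activation above the run's mean compound activation plus 3 SD, cut at about 16% in these data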;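 note: peak over basal fluorescence ratio within a 140 s kinetic read after compound addition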
OXTR potentiate: potentiates the human oxytocin receptor response. CHO-OTR cells, Fluo-8 calcium fluorescence, potentiator mode; 0% = oxytocin EC15, 100% = EC100. activation, % at 3 µM. 0.061% of 320,000 active;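 active = activation above that plate's cutoff, the mean activation of tested compounds plus 3 SD, cut at about 6.6% in these data, passing the limit was not always enough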;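 note: 100% uses oxytocin at 75 nM as the full agonist control; some results filed as inactive read as strong as hits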
Target sequence (P30559 whole entry, looked up): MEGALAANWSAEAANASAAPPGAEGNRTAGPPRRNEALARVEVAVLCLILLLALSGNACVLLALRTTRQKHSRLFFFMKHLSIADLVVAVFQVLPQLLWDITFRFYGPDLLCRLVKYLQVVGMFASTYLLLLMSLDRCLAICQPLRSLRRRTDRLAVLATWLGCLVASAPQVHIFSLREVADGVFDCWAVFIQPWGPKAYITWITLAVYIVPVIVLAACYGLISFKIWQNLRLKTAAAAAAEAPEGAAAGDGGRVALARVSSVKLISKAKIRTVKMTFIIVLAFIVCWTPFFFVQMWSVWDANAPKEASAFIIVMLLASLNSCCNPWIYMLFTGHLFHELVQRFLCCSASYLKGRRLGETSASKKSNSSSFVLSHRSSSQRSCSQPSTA
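Dosing: Single dose, 3.0 µM nominal final compound concentration | Material: Human OTR in CHO cells | Technique: Kinetic Fluo-8 calcium fluorescence | Benchmarks: EC15 oxytocin alone as 0%, 75 nM oxytocin as 100% | Probe or stimulus: Oxytocin at about EC15, sub-maximal agonist stimulus | Incubation: Compound 6 min at room temperature before oxytocin, 100 s read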
The depositor's hits bear a star; x = no result given; & = joins results of further samples. The list is partial; count on the stated rates, not on these rows.

Short keys: A = TAAR1 ag; B = TAAR1 antagonist; C = M1 ag parental; D = CHO-K1 Ca PAM; E = CHO parental Ca; F = CHO-K1 Ca antag; G = V1R ag counter; H = CHRM1 agonist; I = OXTR potentiate
C=C1c2cccc(O)c2C(O)=C2C(=O)[C@]3(O)C(O)=C(C(N)=O)C(=O)[C@@H](N(C)C)[C@@H]3[C@@H](O)[C@H]12
  A: 2 | B: -13 | C: 0.2 | D: 11 | E: -6 | F: 4 | G: 1.0 | H: -7 | I: -1
COc1cc([C@H]2Oc3cc([C@H]4Oc5cc(O)cc(O)c5C(=O)[C@@H]4O)ccc3O[C@@H]2CO)ccc1O
  A: 3 | B: 8 | C: 0.3 | D: 5 | E: 0 | F: 6 | G: 0.2 | H: 1 | I: -7
Cn1c(=O)c2c(ncn2CCO)n(C)c1=O
  A: 2 | B: -7 | C: 0.4 | D: 10 | E: 11 | F: -8 | G: 0.4 | H: -2 | I: -5
O=C(O)CNC(=O)c1ccccc1
  A: 1&0 | B: -13&0 | C: -0.4 | D: -2 | E: -9 | F: 4 | G: 0.1 | H: -2 | I: -18
COC(c1ccccc1)(c1ccccc1)C(Oc1nc(C)cc(C)n1)C(=O)O (configuration not stated)
  A: 5 | B: -2 | C: 0.4 | D: 18 | E: 8 | F: -9 | G: -0.8 | H: -2 | I: -18
CCCCOc1ccc(CC(=O)NO)cc1
  A: 2 | B: -18 | C: 0.5 | D: 19 | E: 44* | F: -6 | G: 0.8 | H: -3 | I: -3
O=c1ccn([C@H]2C[C@H](O)[C@@H](CO)O2)c(=O)[nH]1
  A: 1 | B: -11 | C: 0.9 | D: -3 | E: -1 | F: 3 | G: 0.8 | H: -5 | I: 5
COc1ccc(CN2CCN(C(c3ccc(F)cc3)c3ccc(F)cc3)CC2)c(OC)c1OC
  A: 2 | B: 56* | C: 2.5 | D: -2 | E: -33 | F: 14 | G: 0.1 | H: -6 | I: 6
C[C@@H]1C[C@H]2[C@@H]3C[C@H](F)C4=CC(=O)C=C[C@]4(C)[C@@]3(F)[C@@H](O)C[C@]2(C)[C@@]1(O)C(=O)COC(=O)C(C)(C)C
  A: -2 | B: -22 | C: -0.1 | D: 6 | E: -17 | F: 1 | G: -0.3 | H: -5 | I: 1
CC1OC(CC(=O)O)CC2=C1C(=O)c1c(O)cccc1C2=O (configuration not stated)
  A: 83* | B: 63* | C: 10 | D: 21 | E: x | F: 20 | G: x | H: 15 | I: x
O=C1Cc2c([nH]c3ccc([N+](=O)[O-])cc23)-c2ccccc2N1
  A: 4 | B: 19 | C: 0.4 | D: 6 | E: x | F: -11 | G: x | H: -7 | I: x
CCOC(=O)NNc1nncc2ccccc12
  A: 0 | B: -15 | C: 0.5 | D: 15 | E: -10 | F: -4 | G: 0.5 | H: -2 | I: -4
C/C=C(/C)C(=O)O[C@@H]1c2cc(OC)c(OC)c(OC)c2-c2c(cc3c(c2OC)OCO3)C[C@H](C)[C@]1(C)O
  A: 0 | B: 5 | C: -0.5 | D: -1 | E: -24 | F: -19 | G: -0.8 | H: -5 | I: 0
C/C=C(/C)C(=O)OC1c2c(ccc3ccc(=O)oc23)OC(C)(C)C1OC(=O)/C(C)=C\C (configuration not stated)
  A: -1 | B: 36 | C: -0.4 | D: -7 | E: 75* | F: 2 | G: -0.1 | H: -8 | I: -4
O=C(Nc1ccc(C(=O)O)c(O)c1)c1ccccc1
  A: -1 | B: -13 | C: 0.4 | D: -3 | E: 0 | F: -5 | G: 7.2 | H: -2 | I: -2

Grouped by structure: the compounds so far containing an NH in an aromatic ring.
Short keys: A = TAAR1 ag; B = TAAR1 antagonist; C = M1 ag parental; D = CHO-K1 Ca PAM; E = CHO parental Ca; F = CHO-K1 Ca antag; G = V1R ag counter; H = CHRM1 agonist; I = OXTR potentiate
O=c1ccn([C@H]2C[C@H](O)[C@@H](CO)O2)c(=O)[nH]1
  A: 1 | B: -11 | C: 0.9 | D: -3 | E: -1 | F: 3 | G: 0.8 | H: -5 | I: 5
O=C1Cc2c([nH]c3ccc([N+](=O)[O-])cc23)-c2ccccc2N1
  A: 4 | B: 19 | C: 0.4 | D: 6 | E: x | F: -11 | G: x | H: -7 | I: x

(listing goes on)
Short keys: A = TAAR1 ag; B = TAAR1 antagonist; C = M1 ag parental; D = CHO-K1 Ca PAM; E = CHO parental Ca; F = CHO-K1 Ca antag; G = V1R ag counter; H = CHRM1 agonist; I = OXTR potentiate
Nc1c2c(nc3ccccc13)CCCC2O (configuration not stated)
  A: 3 | B: -15 | C: 1.5 | D: 24 | E: x | F: -17 | G: x | H: -4 | I: x
COc1ccc2ccc(=O)oc2c1
  A: 7 | B: -30 | C: 0.4 | D: 2 | E: 3 | F: 3 | G: 0.3 | H: -4 | I: -3
COc1c(O)cc2c(c1O)[C@@H]1O[C@H](CO)[C@@H](O)[C@H](O)C1OC2=O (some centres not stated)
  A: 0 | B: -6 | C: 0.6 | D: 17 | E: -8 | F: -2 | G: -0.1 | H: -4 | I: 0
COc1ccc2nc(NC(=O)Nc3ccccc3)sc2c1
  A: 11 | B: 35 | C: 7.5 | D: -10 | E: -4 | F: 19 | G: 4.3 | H: 2 | I: -11
COc1ccc(/C=N/NC(=O)c2ccncc2)cc1OC
  A: 0 | B: -10 | C: 0.5 | D: 4 | E: 6 | F: -9 | G: -0.5 | H: 0 | I: -11
Cc1cc(C)cc(OCC2CNC(=O)O2)c1 (configuration not stated)
  A: 2 | B: -12 | C: 0.4 | D: 21 | E: x | F: -14 | G: x | H: 0 | I: x
COc1ccc(/C=C/C(=O)O)cc1
  A: 1 | B: -7 | C: 0.0 | D: 9 | E: -9 | F: -10 | G: 0.6 | H: -1 | I: -1
Cc1[nH]c2ccccc2c1/C=N/NC(N)=S
  A: 4 | B: -11 | C: 1.0 | D: 6 | E: -4 | F: -5 | G: 5.0 | H: -2 | I: -12
O=c1cc(-c2ccc(O)cc2)oc2cc(O[C@@H]3O[C@H](CO)[C@@H](O)[C@H](O)[C@H]3O[C@@H]3OC[C@](O)(CO)[C@H]3O)cc(O)c12
  A: 2 | B: 2 | C: -0.1 | D: 16 | E: -12 | F: -15 | G: 1.0 | H: -2 | I: -6
NNC(=O)CP(=O)(c1ccccc1)c1ccccc1
  A: -1 | B: -4 | C: -0.3 | D: -5 | E: -13 | F: 8 | G: 0.1 | H: 3 | I: -9
COc1c(O)cc2c(c1O)[C@@H]1OC(CO)C(O)C(O)[C@H]1OC2=O (some centres not stated)
  A: 2 | B: -17 | C: 0.3 | D: 20 | E: x | F: -4 | G: x | H: 7 | I: x
CC(=O)Nc1ccccc1
  A: 1 | B: -10 | C: 0.4 | D: 18 | E: -8 | F: -18 | G: 1.2 | H: -2 | I: 4
COC(=O)C1=CO[C@@H](OC2OC(CO)C(O)C(O)C2O)[C@@H]2[C@@H](C)[C@@H](O)C[C@H]12 (some centres not stated)
  A: 1 | B: 6 | C: 0.8 | D: 13 | E: 4 | F: -1 | G: 1.4 | H: -3 | I: -1
COc1ccc(-n2[nH]c3c(cnc4ccccc43)c2=O)cc1
  A: 2 | B: -22 | C: 0.6 | D: 20 | E: x | F: -7 | G: x | H: -2 | I: x
Cc1cccc2c1NC(=O)/C2=C\C(=O)c1cccs1
  A: 16 | B: 13 | C: 0.0 | D: 11 | E: -5 | F: 4 | G: -0.3 | H: -1 | I: -3
CNc1c2c(nn1C)CCCC2
  A: 0&4 | B: -27&-7 | C: 0.5&0.3 | D: 6&18 | E: -1 | F: -8&-9 | G: 0.5 | H: -4&-1 | I: -1
O=C(O)/C=C/c1ccc(O)cc1
  A: 4 | B: -26 | C: 0.0 | D: -14 | E: -6 | F: 13 | G: -0.3 | H: -3 | I: -5
CC12CCC(=O)C=C1CCC1C2CCC2(C)C1CC[C@]2(O)C(=O)CO (some centres not stated)
  A: -1 | B: 1 | C: 1.5 | D: 8 | E: -3 | F: -2 | G: 0.5 | H: -3 | I: -2

Laid out differently: nine of the compounds above.
canonical_smiles,TAAR1 ag,TAAR1 antagonist,M1 ag parental,CHO-K1 Ca PAM,CHO parental Ca,CHO-K1 Ca antag,V1R ag counter,CHRM1 agonist,OXTR potentiate
NNC(=O)CP(=O)(c1ccccc1)c1ccccc1,-1,-4,-0.3,-5,-13,8,0.1,3,-9
COc1c(O)cc2c(c1O)[C@@H]1OC(CO)C(O)C(O)[C@H]1OC2=O (some centres not stated),2,-17,0.3,20,x,-4,x,7,x
CC(=O)Nc1ccccc1,1,-10,0.4,18,-8,-18,1.2,-2,4
COC(=O)C1=CO[C@@H](OC2OC(CO)C(O)C(O)C2O)[C@@H]2[C@@H](C)[C@@H](O)C[C@H]12 (some centres not stated),1,6,0.8,13,4,-1,1.4,-3,-1
COc1ccc(-n2[nH]c3c(cnc4ccccc43)c2=O)cc1,2,-22,0.6,20,x,-7,x,-2,x
Cc1cccc2c1NC(=O)/C2=C\C(=O)c1cccs1,16,13,0.0,11,-5,4,-0.3,-1,-3
CNc1c2c(nn1C)CCCC2,0&4,-27&-7,0.5&0.3,6&18,-1,-8&-9,0.5,-4&-1,-1
O=C(O)/C=C/c1ccc(O)cc1,4,-26,0.0,-14,-6,13,-0.3,-3,-5
CC12CCC(=O)C=C1CCC1C2CCC2(C)C1CC[C@]2(O)C(=O)CO (some centres not stated),-1,1,1.5,8,-3,-2,0.5,-3,-2
